PLK1 PBD inh = inhibitors of human PLK1 polo-box domain binding | Plk1 PBD binding of FITC phosphopeptide, fluorescence polarization | Potency, µM, for the others: max response, negative = inhibition, hits mostly inhibitors | hit rate 2.8% among 360,000; note: potency is the fitted concentration of half-maximal effect; series mostly up to about 57 µM; % is set by controls: 0 for no effect and ±100 for the full control effect; nearly all actives have a fitted effect of over 65% in size
Target sequence (P53350 whole entry, looked up, the tested form may be a part): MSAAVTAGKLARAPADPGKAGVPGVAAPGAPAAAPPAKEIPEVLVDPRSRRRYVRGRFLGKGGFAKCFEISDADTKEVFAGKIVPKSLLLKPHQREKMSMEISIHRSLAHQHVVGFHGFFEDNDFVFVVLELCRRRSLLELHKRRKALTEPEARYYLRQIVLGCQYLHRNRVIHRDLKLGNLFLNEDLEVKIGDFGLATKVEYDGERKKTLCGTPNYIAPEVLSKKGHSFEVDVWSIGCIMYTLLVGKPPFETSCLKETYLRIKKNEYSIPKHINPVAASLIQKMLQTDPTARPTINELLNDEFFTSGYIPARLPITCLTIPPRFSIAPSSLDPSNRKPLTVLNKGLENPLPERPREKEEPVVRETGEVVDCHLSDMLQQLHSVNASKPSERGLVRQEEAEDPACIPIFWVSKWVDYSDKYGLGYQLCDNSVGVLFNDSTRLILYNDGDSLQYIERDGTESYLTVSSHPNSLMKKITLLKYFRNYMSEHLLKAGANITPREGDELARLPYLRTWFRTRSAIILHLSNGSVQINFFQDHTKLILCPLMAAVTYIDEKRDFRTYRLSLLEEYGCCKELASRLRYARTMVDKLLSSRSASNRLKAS
IL-2 act = IL-2 activation; IL-2 activation reporter assay, cell-based qHTS; stimulated with anti-CD3/CD4/CD28 beads; in transgenic mouse T cells; activation, % (series mostly up to about 46 µM); hit rate 0.065% among 360,000; in the data active = activation above about 50%; inconclusive = mostly about 30% to 49%; note: 0% is about no effect
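Screening format: compound pinned onto unstimulated transgenic mouse T cells, 60 min incubation, then anti-CD3/anti-CD4/anti-CD28 bead stimulation for 18 hours at 37 degrees C, followed by EGFP and DsRed detection.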
Abeta rescue = A-beta toxicity reversal in yeast. yeast expressing A-beta42, growth rescue, OD600, 48 h; response scale: 0% DMSO, 100% iron-clioquinol control. Potency, µM (doses to about 46.1 µM), without a hit: at the top dose growth rescue, actives largely listed as activators. hit rate 0.063% among 410,000; note: potency is the fitted concentration of half-maximal effect; nearly all actives have a fitted effect of over 55% in size
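Yeast growth medium received pinned compounds, then yeast cells expressing toxic A-beta were added; plates incubated at 30 C for 48 hr. Growth read as absorbance at 600 nm, normalized to DMSO and equimolar FeCl3 plus clioquinol controls.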
PI5P4Ka inh = PI5P4K alpha (human) kinase inhibition; AID 652105; hit rate 1.2% among 330,000; PI5P4Kalpha enzyme, ADP-Glo luminescence, 60 min; hits give low values; max response, %; active = max response of -50% or lower; inconclusive = between -30% and -50%; inactive = -30% or higher; note: value at the top dose of about 77 µM; % is set by controls: 0 for no effect and ±100 for the full control effect
Target sequence (P48426 whole entry, looked up): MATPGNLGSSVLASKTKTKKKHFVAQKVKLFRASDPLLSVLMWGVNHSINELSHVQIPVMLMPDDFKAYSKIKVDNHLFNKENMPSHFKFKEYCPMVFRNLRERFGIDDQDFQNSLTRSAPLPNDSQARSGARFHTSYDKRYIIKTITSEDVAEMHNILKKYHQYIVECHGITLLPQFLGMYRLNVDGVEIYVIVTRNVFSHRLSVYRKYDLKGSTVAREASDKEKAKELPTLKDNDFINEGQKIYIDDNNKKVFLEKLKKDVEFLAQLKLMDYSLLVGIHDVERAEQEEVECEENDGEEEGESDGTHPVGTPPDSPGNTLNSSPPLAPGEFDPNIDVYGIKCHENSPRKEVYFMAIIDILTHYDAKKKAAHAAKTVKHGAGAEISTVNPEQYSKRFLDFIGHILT
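PI5P4Kalpha ADP-Glo assay; 5 microM ATP final; 60 min RT reaction; HEPES pH 7.4/EGTA/CHAPS, 5% DMSO; controls lacking substrate or enzyme; luminescent end-point.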
aSyn yeast inh = rescues yeast growth from alpha-synuclein toxicity. Yeast expressing alpha-synuclein, growth rescue, BacTiter-Glo, 24 h. Potency, µM (top dose mostly 46.1 µM), for inactives: at the top dose growth rescue (activation), actives largely listed as activators. hit rate 0.14% among 370,000. AID 652106; note: potency is the fitted concentration of half-maximal effect; % of control where 0% means no effect; nearly all actives have a fitted effect of over 65% in size
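Galactose-induced alpha-syn yeast (OD600=0.02, raffinose-pregrown) + pinned cpd, 24 hr, 30 deg C; growth by BacTiter-Glo luminescence. Growth restoration scores as activation.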
WRN inhibitor = blocks human WRN helicase; Q14191; WRN helicase unwinding, fluorescent forked duplex, kinetic; Potency, µM (top dose mostly 114 µM), without a hit: at the highest dose activity change, negative = inhibition, most hits filed as inhibitors; hit rate 0.46% among 360,000; AID 651768; note: potency is the fitted concentration of half-maximal effect; % is set by controls: 0 for no effect and ±100 for the full control effect; nearly all actives have a fitted effect of over 55% in size
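WRN at 20 nM final preincubated with compound 15 min at room temperature; reaction started with 100 nM fluorophore/quencher forked duplex oligonucleotide and 2 mM ATP final. Unwinding followed kinetically by red fluorescence (ex 525, em 598 nm).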
FUS yeast rescue = suppressors of FUS proteinopathy in yeast. S. cerevisiae FUS-expressing, growth rescue, OD600, 24 h. Potency, µM (highest dose often 76.6 µM), without a hit: top-dose growth rescue (activation), most hits filed as activators. hit rate 0.24% among 390,000. AID 1347120;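 note: potency is the fitted concentration of half-maximal effect; plate controls were DMSO vehicle for no effect and reference control for full effect; nearly all actives have a fitted effect of over 55% in size; some results filed as inactive show a strong effect at the top dose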
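Yeast FUS proteinopathy model; galactose-induced FUS (2%), starting OD 0.005. Cpds in dilution series, 24hr, 30C, 99% humidity. Abs 600 nm growth. Pos ctrl CP55940 (top 92uM final); neg ctrl DMSO.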
EPAC1 ag = activates human EPAC1 exchange factor. EPAC1 agonist qHTS, biochemical assay; response scale: 100% = response to 6.5 mM cAMP. Potency, µM (titrated, usually from 154 µM), for inactives: top-dose activation, most hits filed as activators. hit rate 0.073% among 360,000. AID 720707; note: potency is the fitted concentration of half-maximal effect; nearly all actives have a fitted effect of over 60% in size
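Read-out is the fluorescence drop as BODIPY-GDP leaves Rap1B (480 nm excitation, 540 nm emission), recorded every 5 minutes over 30 minutes. Reactions held 100 nM EPAC1, 250 nM Rap1B–BODIPY-GDP and 50 uM GDP, with 6.5 mM cAMP setting full activation.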
EPAC1 antag = antagonists of human EPAC1. O95398. EPAC1 GEF assay, Rap1b-BODIPY-GDP exchange fluorescence. Potency, µM (series often up to 115 µM), for the others: at the highest dose activity change, negative = inhibition, most hits filed as inhibitors. hit rate 0.14% among 360,000. AID 720709;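 note: potency is the fitted concentration of half-maximal effect; plate controls were vehicle for no effect and positive control for full effect; nearly all actives have a fitted effect of over 50% in size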
The depositor's hits bear a star; u = inconclusive; x = no result given; [ ] = remark or other dose. Unless noted, calls come from the whole dose curve; as a rule, active = well fitted curve in the direction sought with a large enough effect; inconclusive = small, poorly fitted or top-dose-only effect, or another doubt; inactive = no such curve, though single readings can be large; an effect the other way counts as inactive or inconclusive.

entry	SMILES	PLK1 PBD inh	IL-2 act	Abeta rescue	PI5P4Ka inh	aSyn yeast inh
1	CCCCNC(=O)C[C@@H]1C[C@@]2(C(=O)OC)CCCCC=C2N(Cc2ccco2)C1=O	-2.3%	-0.7	-11.2%	4.5	1.6%
2	O=C1c2ccccc2C(=O)N1Cc1cnc(N2CCN(c3ccccc3)CC2)s1	-13.6%	-1.7	6.7%	3.5	-0.4%
3	O=C(c1ccccc1)C1CCN(CC(=O)N2CCN(c3ccccc3)CC2)CC1	-5.6%	-2.7	2.6%	5.8	-11.8%
4	COC(=O)c1c(-c2ccc(S(C)(=O)=O)cc2)sc2cc(OC)ccc12	u	-0.7	-2.6%	-3.1	-1.9%
5	COC(=O)CCn1[nH]c(=O)c2ccccc2c1=O	-3.6%	-0.8	-22.4%	11.5	-10.8%
6	Cc1cc(OCC(=O)O/N=C(\N)c2ccccc2)ccc1Cl	0.6%	0.0	0.0%	27.4	3.1%
7	CC(C)(C)c1csc(NC(=O)c2ccc3nccnc3c2)n1	-27.6%	0.1	13.9%	-52.4*	-4.0%
8	Nn1c(SCC(=O)Nc2ccc(N3CCOCC3)cc2)nnc1C1CC1	-12.2%	0.1	-3.6%	0.8	2.5%
9	Cc1cccc(NCc2ccccc2O)c1	-10.6%	1.3	12.3%	-3.2	2.1%
10	C/C(=N\n1c(C)nc2ccccc2c1=O)c1ccc(N)cc1	1.8%	0.5	-12.1%	0.0	2.2%

entry	WRN inhibitor	FUS yeast rescue	EPAC1 ag	EPAC1 antag
1	0.9%	14.9%	-20.6%	11.8%
2	-2.2%[57.1 µM]	2.0%	3.4%	-27.7%
3	-2.0%	-31.8%	7.9%	-29.3%
4	-1.7%	-7.8%	4.8%	-9.0%
5	2.3%	19.4%	8.5%	4.3%
6	-11.2%	x	2.1%	3.3%
7	-3.0%	31.1%	-34.9%[inhibitor]	-5.3%
8	1.8%	-17.6%	8.6%	-3.1%
9	-4.7%	19.9%	2.3%	-4.8%
10	-0.2%	-11.9%	-2.7%	-8.8%

Following part.
entry	SMILES	PLK1 PBD inh	IL-2 act	Abeta rescue	PI5P4Ka inh	aSyn yeast inh
11	CN(CC(=O)Nc1ccc(Cl)cc1)C(=O)CN1C(=O)C2CCCCC2C1=O (stereo not drawn)	-12.7%	-1.3	2.4%	-6.3	-3.6%
12	CCN1CCN(c2ccc(NC(=O)c3ccc(C#N)cc3F)cc2Cl)CC1	-9.1%	0.3	1.7%	1.2	1.3%
13	COC(=O)C1=CN(C(C)c2ccccc2)C=C(C(=O)OC)C1c1cc(OC)c(OC)c(OC)c1 (stereo not drawn)	u	-0.5	-24.8%	-7.5	-7.9%
14	NC(=O)c1ccc(NC(=O)COC(=O)c2cc3c(s2)CCC3)cc1	-8.9%	-2.6	8.4%	u	-10.3%
15	CCN(CC)S(=O)(=O)c1cccc(-c2nnc(SCCOc3ccc(Cl)cc3)o2)c1	-7.0%	0.6	23.5%	9.9	-2.2%
16	O=C(CCCN1CCc2[nH]c3ccc(F)cc3c2C1)c1ccc(F)cc1	-6.1%	-2.6	4.2%	2.8	11.9%
17	Cn1c(=O)c(-[n+]2ccccc2)c([O-])c2ccccc21	-0.5%	0.4	1.1%	-5.4	-5.4%
18	N#Cc1ccc(C(=O)N(Cc2ccccc2)c2ccccc2)cc1	-9.8%	-0.3	-8.3%	-4.3	2.2%
19	CNCCCOc1cccc(OC(C)C)c1	-2.5%	0.4	20.9%	2.1	-1.6%
20	Cc1ccccc1OCCN1C(=O)c2ccccc2C1=O	-5.6%	-1.1	4.5%	x	0.0%

entry	WRN inhibitor	FUS yeast rescue	EPAC1 ag	EPAC1 antag
11	2.1%	-27.4%	12.0%	-2.2%
12	1.9%	7.8%	3.5%	3.0%
13	5.8%	u	1.6%	-12.6%
14	-22.0%	x	5.9%	-2.8%
15	-8.0%	19.2%	-5.5%	-18.8%
16	7.3%	7.0%	-13.5%	u
17	4.9%	-7.3%	2.3%	14.4%
18	0.7%	5.7%	6.1%	19.0%
19	-8.9%	-18.8%	9.1%	0.0%
20	-3.1%	-13.3%	10.7%	1.9%

The listing continues:
entry	SMILES	PLK1 PBD inh	IL-2 act	Abeta rescue	PI5P4Ka inh	aSyn yeast inh
21	CN(C)S(=O)(=O)c1cccc(C(=O)OCC(=O)NCc2ccccc2)c1	0.0%	-1.4	-12.2%	-1.0	-5.0%
22	CCCn1c(NCc2ccc3c(c2)OCO3)nc2ccccc21	0.7%	-2.8	15.3%	x	0.9%
23	CC1(C(=O)NS(=O)(=O)c2ccccc2Cl)CCN1C(=O)c1ccco1 (stereo not drawn)	-8.0%	0.1	-4.6%	-1.4	-3.2%
24	CC(=O)c1ccc(NS(=O)(=O)c2ccc3c(c2)CCC(=O)N3)cc1	-3.9%	0.6	6.1%	-1.8	-3.2%
25	O=C(NC(=S)N1CCCC1)c1cccc([N+](=O)[O-])c1	-6.1%	-1.9	u	-2.5	-8.7%
26	COc1cc(CNC(=O)c2ccc3c(c2)S(=O)(=O)c2ccccc2C3=O)cc(OC)c1	3.7%	-0.7	-42.8%[inhibitor]	-0.8	2.5%
27	Cc1ccc(S(=O)(=O)N(C)C)cc1NC(=O)COC(=O)c1c(C)noc1C	-0.2%	-5.0	-9.7%	2.0	1.8%
28	CCc1nc2ccc(C(=O)NCc3ccccc3OC)cn2c1N(C)C(=O)Cc1ccccc1	-1.9%	0.1	-4.5%	0.0	1.8%
29	Cc1c(Br)c([N+](=O)[O-])nn1CC(=O)NCC1CCCO1 (stereo not drawn)	-8.0%	2.2	2.7%	-0.5	4.5%
30	CC12CN3CCN(CC(C3)C1(O)CN1CCCCC1)C2 (stereo not drawn)	-2.8%	2.8	25.2%	3.0	5.3%

entry	WRN inhibitor	FUS yeast rescue	EPAC1 ag	EPAC1 antag
21	-1.9%	7.3%	-0.9%	-1.7%
22	-18.0%	26.9%	-5.8%	10.1%
23	5.8%	-13.1%	13.5%	-2.6%
24	-4.0%	-18.7%	5.4%	23.0%
25	8.7%	-6.9%	4.7%	9.1%
26	3.3%	7.1%	3.9%	1.3%
27	-2.0%	1.8%	0.3%	5.5%
28	-3.7%	-7.9%	4.8%	-3.1%
29	2.6%	-24.7%	0.8%	10.7%
30	-2.3%	-22.0%	-3.1%	-12.7%

Remaining list, next part:
entry	SMILES	PLK1 PBD inh	IL-2 act	Abeta rescue	PI5P4Ka inh	aSyn yeast inh
31	CC1CCCCC1NC(=O)c1cccc(S(=O)(=O)N2CCN(C)CC2)c1 (stereo not drawn)	-6.3%	2.0	-17.0%	10.7	-0.8%
32	CNC(=O)c1[nH]nc2c1CCc1cc(OC)ccc1-2	u	1.1	1.1%	-15.2	-11.8%
33	Cc1cc2ccccc2cc(C)c1=O	-2.8%	-0.1	19.3%	3.9	5.0%
34	Cc1ccc(NC(=O)OCc2cn(-c3ccc(Cl)cc3)nn2)cc1	-17.0%	-0.4	8.6%	8.2	0.4%
35	CSCC[C@H](NC(=O)NC1CCCC1)C(=O)O	1.6%	-2.1	3.5%	-4.0	1.5%
36	CC(C)(C)Nc1nc(SCC(=O)Nc2ccccc2Cl)nc(N2CCOCC2)n1	-8.3%	0.3	u	4.6	6.4%
37	Cc1cc(C)n(CCCNC(=O)c2ccco2)n1	9.5%	0.0	13.5%	1.0	9.4%
38	CCS(=O)(=O)N1CCN(S(=O)(=O)c2ccccc2)CC1	-0.2%	-1.8	15.3%	-3.8	2.2%
39	COc1ccc(CNc2nc3ccc(C)cc3s2)c(OC)c1OC	5.4%	0.0	-76.4%[inhibitor]	21.2	-12.5%
40	Cc1ccc(NC(=O)c2ccc(F)cc2)cc1S(=O)(=O)N1CCCCCC1	-6.9%	-0.3	14.2%	4.2	-11.6%

entry	WRN inhibitor	FUS yeast rescue	EPAC1 ag	EPAC1 antag
31	-11.2%	5.4%	6.0%	15.3%
32	-2.7%	21.4%	7.9%	-14.7%
33	-10.2%	-5.4%	2.9%	-2.0%
34	-4.5%	x	-2.2%	u
35	-3.9%	-23.1%	-7.7%	-9.6%
36	-9.6%	26.6%	-0.6%	-21.1%
37	1.2%	-18.2%	-1.5%	12.9%
38	8.1%	3.8%	-3.0%	11.0%
39	4.3%	-5.5%	0.4%	-4.9%
40	-2.2%	38.2%	13.0%	-12.8%

One compound at a time, as listed above. Values in the order: PLK1 PBD inh	IL-2 act	Abeta rescue	PI5P4Ka inh	aSyn yeast inh	WRN inhibitor	FUS yeast rescue	EPAC1 ag	EPAC1 antag
COC(=O)C1=CN(C(C)c2ccccc2)C=C(C(=O)OC)C1c1cc(OC)c(OC)c(OC)c1 (stereo not drawn) is listed with u	-0.5	-24.8%	-7.5	-7.9%	5.8%	u	1.6%	-12.6%
CC1CCCCC1NC(=O)c1cccc(S(=O)(=O)N2CCN(C)CC2)c1 (stereo not drawn) is listed with -6.3%	2.0	-17.0%	10.7	-0.8%	-11.2%	5.4%	6.0%	15.3%

(further entries)
entry	SMILES	PLK1 PBD inh	IL-2 act	Abeta rescue	PI5P4Ka inh	aSyn yeast inh
41	O=C(COC(=O)/C=C/c1ccc(S(=O)(=O)N2CCCCCC2)cc1)NCc1ccccc1Cl	-13.9%	-2.1	6.6%	1.4	-1.6%
42	COC(=O)c1cc(-c2ccc(Br)cc2)c2c(=O)n(C)c(=O)n(C)c2n1	2.7%	0.1	-6.7%	1.1	u
43	CC(C)CNC(=S)N(CCCN(C)C)Cc1cc2cc3c(cc2[nH]c1=O)OCCO3	-5.0%	2.5	-10.0%	1.7	-4.4%
44	CCn1c(SCC(=O)Nc2ncc(C(F)(F)F)cc2Cl)nnc1-c1ccccc1	-1.0%	0.0	2.2%	1.4	0.3%
45	Cn1c(-c2ccc(C(=O)c3ccccc3)s2)nc2ccccc21	-10.8%	-1.5	13.2%	-9.8	-3.7%

entry	WRN inhibitor	FUS yeast rescue	EPAC1 ag	EPAC1 antag
41	-7.2%	x	9.8%	-22.9%
42	-0.1%	u	-2.0%	-4.6%
43	4.6%	-0.8%	18.1%	16.7%
44	-0.7%	3.6%	-0.1%	0.7%
45	4.0%	15.8%	3.1%	-8.9%

Screens as filed in PubChem BioAssay.
